# NS5 inhibitors: Dengue-2 NS5 methyltransferase inhibitors, primary screen, biochemical, confirmation dose response (AID 588689). Dengue-2 NS5 methyltransferase capping enzyme assay, biochemical; higher % means a stronger effect. inhibition, % at 25 µM; hits with a dose series show IC50 in µM. hit rate 0.3% among 340,000; in the data active means a potency from the dose series; inconclusive means inhibition above about 29% without an active follow-up result
# GPR55 LPI antagonism: inhibition of LPI-stimulated GPR55 beta-arrestin translocation – imaging, U2OS, beta-arrestin-GFP, LPI agonist, primary screen (AID 2013). U2OS GPR55 beta-arrestin-GFP translocation imaging, LPI antagonism; higher % means a stronger effect. inhibition, % at 10 µM; hits with a dose series show IC50 in µM. hit rate 0.13% among 290,000;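 active means spots per cell inhibited over 60%, with over 100 cells counted and total cytoplasm intensity under 500,000; inconclusive means wells with under 100 cells, flagged as likely toxic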;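 further: U2OS cells stably carrying GPR55 and arrestin-GFP stimulated by 5 µM LPI near EC80; imaged beta-arrestin-GFP aggregate spots per cell after agonist stimulation; plate controls were LPI-stimulated DMSO wells for no effect and DMSO wells without LPI for full effect; some results filed as inactive read as strong as hits; confirmed hits need IC50 under 10 µM and bright autofluorescent wells are also inconclusive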
# GPR35 arrestin U2OS: inhibition of zaprinast-stimulated GPR35 beta-arrestin translocation – imaging, U2OS, beta-arrestin-GFP, zaprinast agonist, primary screen (AID 2058); hit rate 0.052% among 290,000; inhibition, % at 10 µM; hits with a dose series show IC50 in µM; U2OS GPR35 beta-arrestin-GFP translocation imaging, zaprinast antagonism; higher % means a stronger effect;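 active means inhibition of at least 50% with at least 30 cells and total cytoplasm GFP at most 10,000,000; inconclusive means under 30 cells or total GFP of 10,000,000 plus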
# NTR1 ag: NTR1-driven beta-arrestin-GFP spot formation – imaging, U2OS cells, high content, primary screen (AID 493036) | P30989 | agonist mode | activation, % at 20 µM | hit rate 0.17% among 330,000;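 active means activation at or above 40% of the spot to cytoplasm intensity ratio, with at least 20 cells analyzed; inconclusive means wells under 20 cells, flagged as cytotoxic or low count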;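 further: 0% = DMSO without peptide and 100% = 100 nM NTR1 peptide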
# Target sequence (P30989 whole entry, looked up): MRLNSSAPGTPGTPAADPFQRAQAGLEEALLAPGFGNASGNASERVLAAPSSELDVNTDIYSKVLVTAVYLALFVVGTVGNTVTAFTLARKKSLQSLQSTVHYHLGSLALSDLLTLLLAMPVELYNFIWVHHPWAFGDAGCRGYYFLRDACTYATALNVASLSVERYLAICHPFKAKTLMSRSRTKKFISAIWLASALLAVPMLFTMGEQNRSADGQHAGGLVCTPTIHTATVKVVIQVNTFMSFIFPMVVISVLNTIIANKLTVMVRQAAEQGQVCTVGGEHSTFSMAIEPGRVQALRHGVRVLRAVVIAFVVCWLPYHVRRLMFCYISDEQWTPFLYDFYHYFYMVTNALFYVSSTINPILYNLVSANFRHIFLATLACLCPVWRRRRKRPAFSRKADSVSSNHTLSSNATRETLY
# AID2073: disruptors of CaV2.2 binding to Mint1 – biochemical, HTRF (AID 2073); HTRF protein-protein interaction, Mint1-CaV2.2; higher % means a stronger effect; one-dose inhibition, % at 20 µM; IC50 in µM for titrated hits; hit rate 0.19% among 290,000; in the data active means inhibition mostly above about 51%, no sharp cut-off; inconclusive means no clear call, values can overlap the other calls; inactive means mostly below about 53%; further: some results filed as inactive read as strong as hits
# SV40 large T antigen: SV40 large T antigen inhibitors, biochemical (AID 1903) | inhibition, % at 20 µM; hits with a dose series show IC50 in µM | SV40 large T antigen ATPase/helicase inhibition assay; higher % means a stronger effect | hit rate 0.39% among 310,000; in the data active means a potency from the dose series; inconclusive means inhibition mostly from about 32% at the one dose, without a potency; inactive means the rest, 99 in 100 with inhibition below about 32%; further: strong numbers were not always called active
# Yfh1-depleted yeast: enhancers of respiration in Yfh1-depleted yeast, dose response, Friedreich's ataxia, plus single-dose screen (AID 1465); S. cerevisiae Yfh1-off respiration, WST-1 reduction, 72 h; higher fold induction means a stronger effect; fold induction at 50 µM, or EC50 in µM where a hit was titrated; hit rate 0.074% among 220,000;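 active means fold induction of absorbance versus untreated yeast above a set limit, then at least 30% activation at any dose in follow-up; inconclusive means repeats straddling the limit, or above it without dose testing; inactive means fold induction below the set limit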;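 further: activators that raise dye reduction in frataxin-depleted yeast; strong numbers were not always called active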
# GPR55 activation: selective activators of receptor GPR55 – imaging, U2OS cells, beta-arrestin-GFP redistribution, primary screen (AID 1961). U2OS GPR55 beta-arrestin-GFP redistribution imaging; higher % means a stronger effect. activation, % at 10 µM; hits with a dose series show EC50 in µM. hit rate 0.048% among 290,000;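 active means activation above 40% with more than 50 cells counted in the well; inconclusive means wells holding fewer than 50 cells, flagged as toxic or sparse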;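 further: U2OS osteosarcoma cells stably expressing GPR55 and beta-arrestin-GFP; plate controls were DMSO negative control for no effect and LPI positive control for full effect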
# Rac1 GTP hydrolysis: MgcRacGAP GTPase-activating activity inhibitors, confirmation, biochemical, ADP Hunter fluorescence; MgcRacGAP-stimulated Rac1 GTP hydrolysis, ADP Hunter fluorescence; higher % means a stronger effect; GST-tagged Rac1 F28L mutant substrate; one-dose inhibition, % at 30 µM; IC50 in µM for titrated hits; hit rate 0.6% among 340,000;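 active means first-screen hits whose inhibition reached a set limit at any dose in the follow-up dose series; inconclusive means inhibition above the set first-screen limit but never retested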;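 further: fluorescence reports GDP produced by GAP-driven GTP hydrolysis; strong numbers were not always called active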
# NTR1 ag cell count 20 µM: second read-out of NTR1 ag, no call of its own (marks repeat the call); cell count; measured here: cell count, cytotoxicity flag
# NS5 inhibitors pilot replicate: recorded beside NS5 inhibitors, whose call it bears; inhibition, %; measured here: pilot screen replicate inhibition
# Starred values were filed as active, the others as inactive; i = inactive; ? = inconclusive; nt = no result given.
# Preview (6 entries):
SMILES,NS5 inhibitors,GPR55 LPI antagonism,GPR35 arrestin U2OS,NTR1 ag,NTR1 ag cell count 20 µM,AID2073,SV40 large T antigen,Yfh1-depleted yeast,GPR55 activation,Rac1 GTP hydrolysis,others
Cc1ccc(C(=O)O/N=C(\c2ccccc2)c2cccnc2)cc1,-6%,0%,-7%,0.4,77,4%,9%,i,0.0%,4%,
COc1ccc(CNC(=O)CCC(=O)Nc2nnc(C(F)(F)F)s2)cc1,-2%,16%,-7%,-0.7,63,13%,28%,nt,-0.1%,9%,
CCN(Cc1ccccc1)C(=O)c1cc(COc2c(F)cccc2F)on1,-4%,9%,10%,1.3,55,-5%,4%,i,-0.2%,8%,
CC(NCCOCCOc1ccccc1)c1ccccc1 (stereo not drawn),-8%,11%,8%,-1.5,55,14%,0%,i,0.0%,2%,
c1ccc2c(c1)OCC(c1csc3ncnc(N4CCOCC4)c13)O2 (stereo not drawn),-4%,18%,7%,-1.1,42,8%,10%,i,0.8%,4%,
Cc1ccc(Nc2nc(=O)c3cc([N+](=O)[O-])ccc3s2)cc1,-4%,-2%,10%,4.2,42,25%,15%,i,-0.1%,-10%,

# Main list (from the top)
SMILES,NS5 inhibitors,GPR55 LPI antagonism,GPR35 arrestin U2OS,NTR1 ag,NTR1 ag cell count 20 µM,AID2073,SV40 large T antigen,Yfh1-depleted yeast,GPR55 activation,Rac1 GTP hydrolysis,others
Cc1ccc(C(=O)O/N=C(\c2ccccc2)c2cccnc2)cc1,-6%,0%,-7%,0.4,77,4%,9%,i,0.0%,4%,
COc1ccc(CNC(=O)CCC(=O)Nc2nnc(C(F)(F)F)s2)cc1,-2%,16%,-7%,-0.7,63,13%,28%,nt,-0.1%,9%,
CCN(Cc1ccccc1)C(=O)c1cc(COc2c(F)cccc2F)on1,-4%,9%,10%,1.3,55,-5%,4%,i,-0.2%,8%,
CC(NCCOCCOc1ccccc1)c1ccccc1 (stereo not drawn),-8%,11%,8%,-1.5,55,14%,0%,i,0.0%,2%,
c1ccc2c(c1)OCC(c1csc3ncnc(N4CCOCC4)c13)O2 (stereo not drawn),-4%,18%,7%,-1.1,42,8%,10%,i,0.8%,4%,
Cc1ccc(Nc2nc(=O)c3cc([N+](=O)[O-])ccc3s2)cc1,-4%,-2%,10%,4.2,42,25%,15%,i,-0.1%,-10%,
COCCNC(=O)C(c1ccc(Cl)cc1)N(CCOC)C(=O)CCC(=O)Nc1ccccn1 (stereo not drawn),6%,4%,6%,-0.5,60,18%,2%,nt,-0.2%,10%,
Nn1c(SCc2ccccc2)nnc1C1CCCCC1,-10%,10%,6%,1.4,63,15%,4%,i,0.2%,7%,
O=C(CCn1ccc2ccccc21)NC1CCCc2ccccc21 (stereo not drawn),-8%,4%,-8%,-0.8,48,0%,-4%,i,-0.1%,0%,
COc1ccc(CC(=O)NNc2ncnc3c2cnn3C)cc1OC,-2%,9%,-10%,0.0,59,-2%,14%,i,-0.3%,5%,
O=C(COC(=O)c1ccc(Cl)nc1)Nc1ccc(S(=O)(=O)N2CCCC2)cc1,-10%,-3%,-8%,3.2,59,4%,2%,i,-0.2%,11%,
S=c1[nH]nc(-c2ccncc2)n1/N=C/c1cccc2ccccc12,nt,-4%,10%,0.5,78,-28%,8%,i,?,nt,
COc1ccc(/C=C2\CCCC3C2=NN(C(=O)c2scnc2C)C3c2ccc(OC)c(OC)c2)cc1OC (stereo not drawn),-2%,-15%,0%,1.3,88,3%,-7%,i,-0.1%,2%,
COc1ccc2c3n(nc2c1)CCN=C3c1ccc(Cl)cc1,5%,nt,nt,0.0,73,nt,16%,nt,nt,9%,
O=C(CCCn1c(=O)[nH]c2cc(Cl)ccc2c1=O)NCCCN1CCCC1,-8%,8%,1%,0.5,45,-8%,-11%,i,-0.1%,-10%,
CCC(C(=O)Nc1ccc(C(C)C)cc1)c1ccccc1 (stereo not drawn),-4%,2%,0%,1.5,97,15%,1%,i,0.2%,16%,
CCn1c(=O)n(CC)c2cc(N3CCCC3)c(NC(=O)c3ccc(C)cc3)cc21,-13%,6%,-3%,5.3,79,-15%,?,nt,0.0%,?,
O=C(N=C1SC2CS(=O)(=O)CC2N1Cc1ccccc1)C1CCCCC1 (stereo not drawn),-11%,2%,-2%,0.0,71,1%,1%,nt,-0.1%,-2%,
COc1ccc(CCn2c(O)c(C=Nc3cccc(F)c3)c(=O)[nH]c2=O)cc1OC,nt,-3%,3%,-0.2,62,16%,13%,i,-0.1%,nt,
Cc1noc(/C=C/c2ccco2)c1S(=O)(=O)N1CCC(C(=O)NC(C)c2ccccc2)CC1 (stereo not drawn),-2%,0%,7%,-1.2,61,18%,15%,i,-0.1%,-2%,
O=C(COC(=O)c1ccc(S(=O)(=O)N2CCOCC2)cc1)NC1CCCCCCC1,-3%,13%,-6%,1.2,26,2%,1%,i,-0.4%,4%,
CCOc1ccc(S(=O)(=O)NC2CCCCCC2)cc1,-9%,-8%,18%,1.3,33,4%,-1%,i,-0.2%,5%,
CN1C(=O)c2cccc(NCCCN3C(=O)c4ccccc4C3=O)c2C1=O,-14%,10%,3%,-0.2,53,20%,12%,i,-0.2%,11%,
CCc1nnc(NC(=O)CSc2nnc(Cc3ccccc3)n2-c2ccccc2)s1,10%,-2%,0%,4.1,103,-5%,1%,i,-1.0%,1%,
CCC(C)Sc1nc2c(c(=O)[nH]c(=O)n2C)n1CC(O)COc1ccccc1C (stereo not drawn),2%,4%,4%,7.4,97,-10%,22%,i,-0.2%,9%,
CCOC(=O)c1cn[nH]c1NC(=S)Nc1ccccc1,0%,-3%,-4%,1.5,50,-24%,4%,i,-0.1%,16%,
NC(=O)C1CCN(C(=O)Cc2ccc([N+](=O)[O-])cc2)CC1,-1%,5%,-3%,-0.3,62,2%,22%,i,-0.2%,2%,
Cc1ccnc(NS(=O)(=O)c2ccc(NC(=O)CCOc3ccccc3)cc2)n1,0%,-5%,7%,1.3,65,7%,2%,nt,-0.2%,-5%,
CCOC(=O)CCSc1nc(C(C)(C)C)cc(C(F)(F)F)c1C#N,-8%,23%,-12%,2.9,79,10%,5%,i,-0.4%,2%,
O=C(NCCN1CCOCC1)c1ccc(NS(=O)(=O)c2cccc([N+](=O)[O-])c2)cc1,1%,nt,nt,-0.6,65,nt,0%,nt,nt,5%,
COc1ccc(N2C(N)=NC(N)=NC2(C)C)cc1,5%,-12%,0%,nt,nt,-5%,-2%,nt,-0.1%,6%,
CN(C)CCOc1ccc(C(C)(C)c2ccccc2)cc1,-1%,8%,12%,0.1,44,0%,12%,i,0.4%,28%,
O=c1ccc2cc(S(=O)(=O)Nc3ccccc3F)ccc2o1,2%,0%,1%,0.3,56,2%,20%,nt,0.3%,-6%,NS5 inhibitors pilot replicate=-1.2
COc1ccc(CNC(=O)NC(C)(C)c2cccc(C(C)(C)NC(=O)NCc3ccc(OC)cc3)c2)cc1,-1%,18%,-1%,-0.8,47,-3%,8%,i,0.5%,1%,
Cc1ccc2oc(=O)c3cc(C(=O)NCCCN4CC(C)CC(C)C4)sc3c2c1 (stereo not drawn),5%,3%,28%,7.3,36,8%,10%,nt,0.7%,14%,
N#C/C(=C\c1cn(Cc2ccccc2)c2ccccc12)C(=O)NCc1ccco1,17%,3%,-6%,6.7,32,20%,1%,i,-0.2%,-11%,
COc1ccc(S(=O)(=O)N(CC(=O)NCC2CCCO2)C2CCCCC2)cc1OC (stereo not drawn),-9%,-3%,18%,-0.9,28,3%,-1%,nt,-0.1%,-5%,
CSc1ccccc1C(=O)C1CCCN(S(=O)(=O)c2c(C)noc2C)C1 (stereo not drawn),-5%,3%,1%,-1.2,37,-2%,3%,i,0.3%,-14%,
Cc1ccc2nc(SCC(=O)c3c[nH]c4ccccc34)[nH]c2c1,2%,-13%,-16%,0.6,34,26%,9%,i,-0.1%,3%,
Cc1ccc(S(=O)(=O)N2CCCC2CNC(=O)c2ccc3c(c2)OCO3)cc1 (stereo not drawn),-4%,nt,nt,1.8,61,nt,4%,nt,nt,3%,
CCOc1ccc(Br)cc1C(=O)N/N=C/c1cccnc1,1%,-5%,-12%,-0.9,46,16%,24%,nt,0.4%,-2%,
Cc1ccc(NC(=O)C2C(c3ccccc3)C2(Cl)Cl)c(C)c1 (stereo not drawn),-4%,14%,-14%,-1.4,92,1%,10%,i,-0.1%,7%,
CC(C)C(NC(=O)c1ccccc1)C(=O)N1CCCCCC1 (stereo not drawn),-1%,-16%,-2%,-1.4,52,32%,-2%,nt,-0.2%,0%,
COc1ccc(C(C)NC(=O)Cc2ccc(Br)cc2)cc1 (stereo not drawn),-3%,9%,5%,0.4,58,-5%,-2%,i,0.9%,3%,
CN(CCC#N)C(=O)CSc1nc2scc(-c3ccccc3)c2c(=O)[nH]1,0%,-8%,-8%,4.4,68,-11%,4%,i,-0.3%,4%,
COc1ccc(CCNC(=O)N2c3ccccc3Sc3ccccc32)cc1,1%,nt,nt,-0.7,89,nt,nt,i,nt,9%,
CN(CCO)C(=O)C1CCN(c2ncc(C(F)(F)F)cc2Cl)CC1,-2%,-14%,1%,0.3,28,-4%,15%,i,-0.1%,4%,
O=C1c2cc(Cl)ccc2OC2(CCNCC2)C12CC(c1ccccc1)=NO2 (stereo not drawn),-16%,3%,-8%,-0.8,103,7%,0%,i,-0.1%,5%,
CN(Cc1ccon1)C(=O)C1CCC(=O)N(CCc2ccc(Cl)cc2)C1 (stereo not drawn),2%,9%,23%,-0.1,61,7%,nt,nt,0.2%,5%,
CCC(C)(C)C1CCC(=NNC(=S)Nc2cccnc2)CC1 (stereo not drawn),-11%,-2%,-1%,1.0,33,9%,15%,i,-0.4%,6%,

# Assay outcomes deposited in PubChem BioAssay by several laboratories.
